S2 tox: viability counter-screen for ATXN expression inhibitors; hit rate 0.49% among 400,000; S2 cells (HEK-293 line with an ATXN2-luciferase reporter) viability, CellTiter-Fluor protease fluorescence, 24 h; Potency, µM (titrated, usually from 56.7 µM), most hits filed as cytotoxic; further: potency means the concentration at half of the fitted maximal effect; nearly all actives have a fitted effect of over 40% in size
EPAC2 ag: EPAC2 (human) agonism | Q8WZA2 | EPAC2 activation, biochemical qHTS; response scale: 100% = 6.5 mM cAMP response | Potency, µM (series often up to 154 µM), inactives show top-dose activation, actives largely listed as activators | hit rate 0.079% among 360,000 | AID 720711; further: potency means the concentration at half of the fitted maximal effect; nearly all actives have a fitted effect of over 50% in size
Target sequence (Q8WZA2 whole entry, looked up): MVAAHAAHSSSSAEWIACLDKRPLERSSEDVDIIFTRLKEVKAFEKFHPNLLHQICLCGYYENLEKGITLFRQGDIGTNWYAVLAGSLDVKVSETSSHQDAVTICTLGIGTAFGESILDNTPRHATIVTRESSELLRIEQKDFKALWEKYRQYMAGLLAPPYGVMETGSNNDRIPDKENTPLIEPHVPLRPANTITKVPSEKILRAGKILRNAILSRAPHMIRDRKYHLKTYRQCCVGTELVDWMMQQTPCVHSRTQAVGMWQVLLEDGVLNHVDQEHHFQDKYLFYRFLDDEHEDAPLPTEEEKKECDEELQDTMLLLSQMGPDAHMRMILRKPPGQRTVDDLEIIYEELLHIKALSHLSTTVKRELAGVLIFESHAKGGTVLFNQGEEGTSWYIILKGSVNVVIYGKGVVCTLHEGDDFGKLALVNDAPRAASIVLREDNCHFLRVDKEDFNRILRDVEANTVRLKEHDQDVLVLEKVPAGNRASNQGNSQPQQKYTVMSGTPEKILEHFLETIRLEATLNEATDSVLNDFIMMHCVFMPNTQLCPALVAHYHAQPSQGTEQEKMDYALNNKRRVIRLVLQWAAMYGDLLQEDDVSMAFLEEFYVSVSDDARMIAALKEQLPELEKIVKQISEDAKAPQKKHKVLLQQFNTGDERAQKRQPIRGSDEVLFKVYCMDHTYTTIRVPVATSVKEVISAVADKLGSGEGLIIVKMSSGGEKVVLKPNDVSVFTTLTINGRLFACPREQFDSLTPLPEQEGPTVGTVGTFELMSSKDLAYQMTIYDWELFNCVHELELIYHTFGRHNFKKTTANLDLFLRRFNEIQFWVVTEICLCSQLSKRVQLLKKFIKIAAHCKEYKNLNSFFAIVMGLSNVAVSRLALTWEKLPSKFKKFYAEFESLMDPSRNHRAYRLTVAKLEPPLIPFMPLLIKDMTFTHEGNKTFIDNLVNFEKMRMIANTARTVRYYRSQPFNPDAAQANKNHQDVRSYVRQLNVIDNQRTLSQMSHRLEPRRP
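Compounds were added across a concentration range to EPAC2 (100 nM), RAP1B-BODIPY-GDP (250 nM) and GDP (50 uM). After 5 min at room temperature, fluorescence was recorded at 5-min intervals for 30 min.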
Nrf2 activator: Nrf2 pathway activation; AREc32 ARE-luciferase reporter (MCF7-derived line), luminescence, 24 h; Potency, µM (top dose mostly 46.1 µM), inactives show top-dose activation, most hits filed as activators; hit rate 0.31% among 410,000; AID 624171; further: potency means the concentration at half of the fitted maximal effect; % of control where 0% means no effect; nearly all actives have a fitted effect of over 65% in size
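AREc32 cells carrying an ARE-driven firefly luciferase reporter were seeded at 1000 cells/well in OPTI-MEM with 5% FBS, then exposed to compound for 24 hr at 37 deg C. Luminescence was read with Steady-Glo after 30 min at RT.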
A549 tox: A549 cytotoxicity, counter-screen for Nrf2 inhibitors; A549 ARE-Fluc cells, CellTiter-Fluor viability, 18-24 h; Potency, µM (titrated, usually from 46 µM), without a hit: top-dose activity change, negative = cytotoxicity, usual class: inhibitors; hit rate 0.16% among 390,000; AID 504648; further: potency means the concentration at half of the fitted maximal effect; on the % scale 0 is the no-effect control and ±100 the full control effect
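A549 ARE_Fluc cells in 5% FBS OPTI-MEM were exposed to compounds in concentration-response for 18-24 h at 37 deg C. Viability was read by CellTiter-Fluor fluorescence (Ex 405/Em 525) after 30 min, before the luciferase read.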
IL2 activator: IL-2 activation; IL-2 activation reporter assay, cell-based qHTS; stimulated with anti-CD3/CD4/CD28 beads; in transgenic mouse T cells; activation, % (series mostly up to about 46 µM); hit rate 0.065% among 360,000; in the data active means activation above about 50%; inconclusive means mostly about 30% to 49%; further: 0% is about no effect
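First, unstimulated transgenic mouse T cells were exposed to compound for 60 min. Next, anti-CD3/anti-CD4-coated beads with anti-CD28 were added. Finally, after 18 h at 37 degrees C, EGFP and DsRed were imaged.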
ATXN2 expr inh: reduces ATXN2 reporter expression in HEK-293 cells; Potency, µM (series often up to 57 µM), without a hit: at the highest dose activity change, negative = inhibition, actives largely listed as inhibitors; HEK-293 ATXN2-luciferase reporter, luminescence, 24 h; hit rate 0.72% among 360,000; further: potency means the concentration at half of the fitted maximal effect; on the % scale 0 is the no-effect control and ±100 the full control effect; nearly all actives have a fitted effect of over 55% in size
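ATXN2-luciferase reporter cells (luciferase flanked by upstream and downstream ATXN2 gene portions) were treated 24 h at 37 °C with compounds at up to 57 uM. SteadyGlo luminescence gave expression; GF-AFC fluorescence gave viability.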
Nrf2 block: Nrf2 pathway inhibition; A549 ARE-Fluc reporter, luciferase luminescence, 18-24 h; hit rate 2.1% among 360,000; AID 504444; Potency, µM (series often up to 46 µM), for inactives: at the top dose activity change, negative = inhibition, actives largely listed as inhibitors; further: potency means the concentration at half of the fitted maximal effect; on the % scale 0 is the no-effect control and ±100 the full control effect; nearly all actives have a fitted effect of over 60% in size
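Quantitative HTS in A549 cells stably bearing an antioxidant response element-firefly luciferase construct. Inhibition of Nrf2-driven transcription was scored by luminescence after 18-24 h of compound exposure at 37 °C.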
HepG2 viability: counter-screen for TGF-b inhibitors: cytotoxicity in HepG2 cells; Potency, µM (series often up to 46.1 µM), for the others: top-dose activity change, negative = cytotoxicity, hits mostly cytotoxic; hit rate 0.76% among 410,000; HepG2 CAGA-GFP viability, ATP luminescence, 18 h; AID 588856; further: potency means the concentration at half of the fitted maximal effect; some results filed as inactive show a strong effect at the top dose
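CellTiter-Glo luminescence gave cytotoxicity after 18 hours at 37 degrees C. The cells were HepG2 CAGA-GFP in 1% FBS DMEM, stimulated with 500 pg/mL TGF-beta after compound addition. %Activity was normalised to no-cell wells (complete cell-killing) and DMSO (no toxicity), and curves were fitted and classified.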
TGFb SMAD3 inh: inhibitors of TGF-b signaling; HepG2 CAGA-GFP TGF-b/SMAD3 reporter, GFP fluorescence, 18 h; TGF-beta stimulated, 500 pg/mL final; hit rate 1.2% among 410,000; Potency, µM (highest dose often 46.1 µM), without a hit: top-dose activity, negative = inhibition, most hits filed as inhibitors; further: potency means the concentration at half of the fitted maximal effect; on the % scale 0 is the no-effect control and ±100 the full control effect; nearly all actives have a fitted effect of over 65% in size
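First, reporter cells (HEPG2 CAGA-GFP) rested 2 h at 37 degrees C. Next, compounds were pinned in and TGF-beta added to 500 pg/mL final. After 18 h, GFP was imaged per cell and summed per well.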
Numbers without * were called inactive; i = inactive; ? = inconclusive; / = not tested or not shown; & = joins results of further samples; [ ] = another dose, or the depositor's remark. Unless noted, the call rests on the fitted dose curve; in most records, active means well fitted curve in the direction sought with a large enough effect; inconclusive means small, poorly fitted or top-dose-only effect, or another doubt; inactive means no such curve, though single readings can be large; an effect the other way counts as inactive or inconclusive.

SMILES | S2 tox | EPAC2 ag | Nrf2 activator | A549 tox | IL2 activator | ATXN2 expr inh | Nrf2 block | HepG2 viability | TGFb SMAD3 inh
Cc1noc(C(=O)N(C)c2ccccc2)c1Cl | i | 6% | 0.0% | 0% | -1.8 | -15% | -3% | 0% | 9%
O=S(=O)(Nc1ccc2ccccc2c1)c1ccccc1 | i | -6% | 0.4% | -1% | -4.3 | 20% | -4% | -39% | -22%
Cc1cc(=O)c2c(o1)C(=O)c1occc1C2=O | ? | 2% | ? | -12% | 0.1 | ? | ? | -32% | ?
CCCCOc1cccc(C(=O)Nc2ccccc2N2CCCC2)c1 | i | 7% | -0.5% | 5% | -7.7 | 2% | -15% | 3% | 5%
CCN1CCN(c2cc(C)c3cc(NC(=O)CCC(=O)N4CCN(c5ccccc5)CC4)ccc3n2)CC1 | i | 3% | 2.3% | -2% | 0.9 | ? | 4% | -17% | 27%
Cc1ccc([N+](=O)[O-])cc1NC(=O)C(Sc1ccccc1)c1ccccc1 (stereo not given) | i | -3% | 6.2% | 0% | -0.4 | -3% | -16% | 2% | -10%
CCOC(=O)CNC(=O)N1CCN(c2nnc(C)c3c(C)n(-c4ccc(Cl)cc4)nc23)CC1 | i | / | -0.3% | 3% | / | 14% | 18% | 6% | -4%
CCOC(=O)CCCCC1C(CCCC(=O)OCC)C=NN1C (stereo not given) | i | -2% | 0.8% | 13% | -3.7 | 2% | 21% | 0% | 0%
Cc1ccccc1N1CCN(C2=NC(=O)/C(=C/c3cn[nH]c3-c3ccccc3)S2)CC1 | i | 4% | 0.3% | -2% | -1.0 | -21% | 2% | -3% | -16%
CCN1CCN(C(=O)c2ccccc2NS(=O)(=O)c2ccc(Cl)cc2)CC1 | i | 1% | -0.4% | 1% | -2.2 | -10% | 6% | -1% | -1%
CCN(CC)c1ccc(C(=O)Nn2cnc3ccccc3c2=O)cc1 | i | 0% | 0.5% | 3% | -0.2 | 36%[activator] | ? | -7% | -7%
CC1Cc2ccccc2N1C(=O)CN1CCN(S(=O)(=O)c2cccs2)CC1 (stereo not given) | i | -6% | -0.4% | 0% | 4.2 | -6% | ? | -1% | -20%
Cc1nn(C)cc1S(=O)(=O)N1CCCC(C(=O)O)C1 (stereo not given) | i | 0% | 0.1% | 1% | -0.5 | -2% | -8% | -1% | 5%
COc1ccc(OCC(=O)Nc2ccc(N3CCN(Cc4ccccc4F)CC3)cc2)cc1 | i | 11% | -0.5% | -13% | -1.0 | 4% | ? | -12% | 0%
O=C(CSc1ccc2nnc(CCNS(=O)(=O)c3ccccc3)n2n1)Nc1nc2ccccc2s1 | i | 0% | -0.3%[9.22 µM] | -16% | 0.0 | -13% | ? | -13% | ?
CCn1c(CN2CCN(c3cccc(Cl)c3)CC2)nc2c1c(=O)[nH]c(=O)n2C | i | / | -0.9% | 0% | / | -36% | ? | -14% | ?
O=C(Cn1ccc2ccccc2c1=O)NCC(=O)N1CCN(c2ccccc2F)CC1 | i | 11% | -0.5% | 1% | -0.3 | -24% | 1% | 2% | 16%
CC(=O)NC(CC(C)C)C(=O)NC(Cc1ccccc1)C(=O)CCl (stereo not given) | / | 9% | 27% | -2% | -6.4 | 6% | ? | -44% | ?
Cc1ccc2nc(-c3ccc(Cl)c(NC(=O)c4cccc([N+](=O)[O-])c4C)c3)oc2c1 | i | / | -0.1% | 5% | / | 83%[activator] | ? | 6% | ?
CC(=O)N1CCCc2cc(S(=O)(=O)N3CCCC(C(=O)NCc4ccccc4Cl)C3)ccc21 (stereo not given) | i | 3% | 0.9%&4.8% | -3%&-3% | -1.5 | -8%&-21% | -10% | -1%&-25% | -3%&-27%
CCn1c(=O)n(CCOC)c(=O)c2c3c(sc21)CCCC3 | i | 6% | 0.5% | 9% | 0.3 | -17% | / | 6% | 14%
Cc1cccc(CC2CC(=O)N(c3ncccn3)C2=O)c1 (stereo not given) | i | 8% | 0.1% | -3% | -1.7 | 6% | 11% | 1% | -4%
COc1ccccc1C(=O)NCC(=O)OCCCOC(=O)CNC(=O)c1ccccc1OC | i | -4% | -0.5% | -2% | 0.9 | 0% | -6% | -16% | -16%
Cc1cc(C)c(NC(=O)CSc2nncn3c2cc2oc(C)cc23)c(C)c1 | / | / | -0.7% | -1% | / | / | 1% | -8% | -23%
O=C(N/N=C/c1ccc[nH]1)c1ccc(Cl)cc1 | i | 3% | 7.0% | ? | 0.1 | 28% | ? | -1% | -20%
COc1ccc(N2C(=O)N[C@@H](Cc3ccccc3)C2=O)cc1OC | i | 11% | 0.7% | 0% | -0.2 | / | -22% | 15% | 19%
CCOCCCNC(=O)N1CCN(S(=O)(=O)c2ccc3c(ccn3C)c2)CC1 | i | / | 0.4% | 19% | / | -8% | / | -9% | -10%
CCN(CC(=O)NCc1cccs1)S(=O)(=O)c1ccccc1Cl | i | 7% | 0.0% | 2% | 1.0 | -2% | 2% | -3% | ?
CSc1cccc(NC(=O)Cn2nc(C)c3sc4ccccc4c3c2=O)c1 | i | / | 3.5% | -4% | / | 5% | ? | 12% | ?
O=C(/C=C/c1ccc(Cl)cc1)OCC(=O)c1ccc[nH]1 | i | 7% | 0.4% | -1% | 2.8 | / | 5% | 15% | 39%[activator]
CC1(C)CC(NS(=O)(=O)c2ccc3ccccc3c2)CC(C)(C)N1 | i | -2% | 4.3% | 4% | -2.3 | -11% | 0% | -7% | -6%
CCC(C)n1c(SCC(=O)NC2CCS(=O)(=O)C2)nc2ccccc2c1=O (stereo not given) | i | 11% | 0.2% | -2% | -5.7 | 0% | -7% | -2% | 1%
COC(=O)C1=C(C)N(CCc2c[nH]c3ccccc23)C(=O)C1 | i | -1% | 5.4% | -3% | -2.1 | 24% | ? | -1% | 6%
COCC(=O)N1CCCc2ccccc21 | i | -8% | 3.7% | 2% | -0.2 | 30% | ? | 0% | -2%
Cn1nc(C(=O)NNC(=O)c2ccccc2Br)c2ccccc2c1=O | i | 2% | 2.7% | -10% | -1.0 | 0% | -20% | -2% | 1%
C=CCOc1cccc(C(=O)N2CCC(CCC(=O)NC3CC3)CC2)c1 | i | 11% | 0.1% | 1% | -0.2 | / | 0% | 7% | -13%
Cc1[nH]n(-c2ncc(-c3ccc(Cl)cc3)s2)c(=O)c1C(c1ccc(Cl)cc1)C(C#N)C#N (stereo not given) | i | 1% | 6.3% | -16% | 0.8 | 3% | 3% | -22% | ?
CCCC(=O)Nc1ccc(NC(=O)c2ccco2)cn1 | i | -6% | 2.3% | 0% | -1.9 | 25% | ? | -1% | 3%
COc1cccc(/C(O)=C2/C(=O)C(=O)N(CCN3CCOCC3)C2c2cccnc2)c1 (stereo not given) | i | 10% | 0.2% | -6% | -0.7 | -7% | -7% | 1% | -24%
CCOc1ccc(C2CC(c3ccc(OC)cc3)n3ncnc3N2)cc1 (stereo not given) | i | 2% | 6.3% | 2% | -1.3 | 21% | 9% | -28% | ?

Of the compounds above, 3 contain a furan ring, fused or not:
SMILES | S2 tox | EPAC2 ag | Nrf2 activator | A549 tox | IL2 activator | ATXN2 expr inh | Nrf2 block | HepG2 viability | TGFb SMAD3 inh
Cc1cc(=O)c2c(o1)C(=O)c1occc1C2=O | ? | 2% | ? | -12% | 0.1 | ? | ? | -32% | ?
Cc1cc(C)c(NC(=O)CSc2nncn3c2cc2oc(C)cc23)c(C)c1 | / | / | -0.7% | -1% | / | / | 1% | -8% | -23%
CCCC(=O)Nc1ccc(NC(=O)c2ccco2)cn1 | i | -6% | 2.3% | 0% | -1.9 | 25% | ? | -1% | 3%

Continuation:
SMILES | S2 tox | EPAC2 ag | Nrf2 activator | A549 tox | IL2 activator | ATXN2 expr inh | Nrf2 block | HepG2 viability | TGFb SMAD3 inh
O=C1CSC(c2cn(-c3ccccc3)nc2-c2cc3ccccc3o2)N1Cc1ccccc1 (stereo not given) | i | 10% | 1.9% | 2% | 0.2 | 13% | 13% | 6% | -27%
O=C(N1CCOCC1)N1CCN(S(=O)(=O)N2CCOCC2)CC1 | i | 6% | -0.3% | -13% | -2.8 | -9% | / | 3% | -2%
COc1cccc(/C=C/C(=C2/C(=O)N(c3ccccc3)N=C2C)c2ccccc2)c1OC | i | 2% | -0.8% | -4% | -6.1 | 5% | 11% | 11% | 4%
CCCCN(C(=O)c1ccncc1)c1c(N)n(CCC)c(=O)[nH]c1=O | i | 15% | -0.1% | 2% | -0.8 | -4% | 9% | -5% | 23%
Cc1ccc(C)c(NC(=O)CSc2nnc(NC(=O)Nc3ccccc3)s2)c1 | / | / | -0.4% | -1% | / | / | / | 4% | -19%
C#CCOC(=O)C[N+](C)(C)C/C=C/c1ccccc1 | i | 11% | 2.7% | 5% | 0.5 | 5% | 7% | 0% | 5%
CSc1nc(C)nc2c1c(=O)n(C)c(=O)n2C | i | -2% | -0.1% | 0% | 1.3 | -22% | 14% | 6% | -3%
COc1ccccc1OCCNC(=O)c1cccc(S(=O)(=O)N2CCN(Cc3ccccc3)CC2)c1 | i | 6% | 0.6% | 5% | 1.5 | -12% | -15% | -3% | ?
CCOc1ccc(NC(=O)CN2CCN(S(=O)(=O)c3ccc(Cl)cc3)CC2)cc1 | i | 7% | -0.2% | 0% | 1.0 | -10% | / | 17% | 10%
CCOc1cc(C(=O)NCc2ccc3c(c2)OCO3)cc(OCC)c1OCC | i | -12% | -0.6% | 10% | -3.5 | 6% | -13% | 2% | 1%
O=C(O)c1c(CNCc2cccc(F)c2)c2ccccc2n1Cc1ccccc1 | / | / | 1.4% | ? | / | / | / | -33% | ?
O=C1N/C(=N/NC(=O)c2cccc3ccccc23)S/C1=C\c1ccccc1OCc1ccccc1 | i | 6% | -0.9% | ? | 2.8 | -12% | ? | -22% | ?
